Screening data from PubChem.
EBI2 block: EBI2 (human) antagonism | EBI2 beta-arrestin recruitment, luminescence, 7a,25-OHC stimulated | inhibition, % at 5 µM | 360,000 compounds, 0.81% hits | AID 651636; in the data active means inhibition above about 38%;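 further: enzyme fragment complementation signal reports receptor beta-arrestin coupling in cells; 0% = agonist plus DMSO wells and 100% = wells without agonist; some results beyond the cut were filed as inactive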
Target sequence (P32249 whole entry, looked up, the tested form may be a part): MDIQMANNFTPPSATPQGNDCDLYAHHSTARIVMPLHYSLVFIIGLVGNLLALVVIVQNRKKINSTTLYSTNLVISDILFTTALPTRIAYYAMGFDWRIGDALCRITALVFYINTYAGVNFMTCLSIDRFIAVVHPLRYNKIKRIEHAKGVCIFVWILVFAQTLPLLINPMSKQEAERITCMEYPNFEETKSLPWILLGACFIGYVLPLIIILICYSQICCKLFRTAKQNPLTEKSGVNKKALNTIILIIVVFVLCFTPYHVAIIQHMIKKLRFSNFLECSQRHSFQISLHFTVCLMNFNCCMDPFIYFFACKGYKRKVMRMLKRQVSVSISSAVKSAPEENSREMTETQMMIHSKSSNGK
CXCR6 inh: inhibitors of human CXCR6 receptor; O00574; AID 602244; CHO-K1 PathHunter CXCR6 beta-arrestin, luminescence; inhibition, % at 20 µM; 360,000 compounds, 0.36% hits; in the data active means inhibition above about 34%, passing the limit was not always enough;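 further: antagonist mode with CXCL16 agonist at 10 nM final; 0% = 10 nM CXCL16 with DMSO and 100% = unstimulated wells without agonist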
Target sequence (O00574 whole entry, looked up): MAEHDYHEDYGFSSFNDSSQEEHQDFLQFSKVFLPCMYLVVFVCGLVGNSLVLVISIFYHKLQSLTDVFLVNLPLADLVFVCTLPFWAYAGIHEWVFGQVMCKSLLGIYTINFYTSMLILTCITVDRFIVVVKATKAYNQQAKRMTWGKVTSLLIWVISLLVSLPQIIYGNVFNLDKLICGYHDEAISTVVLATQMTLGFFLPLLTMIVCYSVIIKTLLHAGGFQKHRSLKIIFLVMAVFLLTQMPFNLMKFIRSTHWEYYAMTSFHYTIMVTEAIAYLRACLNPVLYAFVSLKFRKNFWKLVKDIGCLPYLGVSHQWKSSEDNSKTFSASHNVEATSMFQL
Active calls of the source: *. An excerpt (hit frequency here may not be typical).

SMILES | EBI2 block | CXCR6 inh
CC(c1nc2ccccc2[nH]1)N(C(=O)C1=NNC(=O)CC1)c1ccccc1 (stereo not given) | -10 | -2
CCOC(=O)c1csc(-c2ccc(COC(=O)c3ccccc3)o2)n1 | 5 | 1
COc1ccccc1NC(=O)Nc1nc(C(N)C(C)C)cs1 (stereo not given) | 0 | -3
FC(F)(F)c1cc(Cl)c2nc(-c3ccc(Cl)cc3)c(Cc3ccsc3)n2c1 | 7 | 7
CCCCNC(=O)c1[nH]c(=O)cnc1-c1ccccc1 | 1 | -8
CCCCN1C(=O)C(CC(=O)NCc2ccco2)CC(C(=O)N(C(C)C)C(C)C)=C1C (stereo not given) | 0 | 1
CC(C)(C)n1nnnc1C(c1ccccc1)N1CCN(c2ncc(C(F)(F)F)cc2Cl)CC1 (stereo not given) | 3 | 8
Cc1ccc(C(NC(=O)C2CCN(Cc3ccc(Cl)c(Cl)c3)CC2)c2ccccn2)cc1 (stereo not given) | 11 | 10
O=C(Nc1ccc(Oc2ccccc2)cc1)c1ccc2nc([C@@H]3O[C@H](CO)[C@H](O)[C@H](O)[C@H]3O)[nH]c2c1 | -3 | 0
Cc1nc(C(F)(F)F)ccc1C(=O)N1CCC1(C)C(=O)NS(=O)(=O)c1c(C)noc1C (stereo not given) | -5 | 1
Cc1cn([C@H]2C[C@H](O)[C@@H](CNCc3cnc(N4CCOCC4)s3)O2)c(=O)[nH]c1=O | -4 | 6
CC1(C(=O)NS(=O)(=O)c2cccs2)CCN1C(=O)Cc1ccccc1 (stereo not given) | -5 | 0
COc1ccc(S(=O)(=O)NC(C)c2ccc3c(c2)OCCO3)cc1 (stereo not given) | 3 | 2
CC1(C(=O)NS(=O)(=O)c2ccc(Cl)cc2)CCN1C(=O)c1cccc(F)c1 (stereo not given) | -4 | -1
Cc1ccc(S(=O)(=O)N2C[C@H]3N(C(=O)OC(C)C)N(C(=O)OC(C)C)C[C@H](OC(=O)NCC4CCCCC4)[C@@]3(O)C2)cc1 | 11 | 1

Rewritten in CSV form: entries from further up
SMILES,EBI2 block,CXCR6 inh
COc1ccccc1NC(=O)Nc1nc(C(N)C(C)C)cs1 (stereo not given),0,-3
FC(F)(F)c1cc(Cl)c2nc(-c3ccc(Cl)cc3)c(Cc3ccsc3)n2c1,7,7

Later entries.
SMILES | EBI2 block | CXCR6 inh
CC1(C(=O)NS(=O)(=O)Cc2ccccc2)CCN1C(=O)C1(c2ccc(Cl)cc2)CC1 (stereo not given) | -11 | 2
COc1ccc2[nH]c3c(c2c1)CNCC3 | -2 | 2
COCCN(C(=O)CSc1nnc(-c2cccc(Cl)c2)n1N)c1c(N)n(CC(C)C)c(=O)[nH]c1=O | 0 | -7
CC(C)CC(N)c1csc(Nc2ccc(C(=O)c3ccccc3)cc2)n1 (stereo not given) | 6 | -5
CCOC1CCCc2oc(-c3ccc(N(C)C)cc3)c(C(=O)OC)c21 (stereo not given) | -1 | -7
COc1ccc(-c2cnc3c(c2)C(=O)N([C@H](C)CO)C[C@@H](C)[C@H](CN(C)Cc2ccccc2)O3)cc1 | -9 | 2
CCN1C(=O)[C@H]2[C@@H](c3ccc(C(F)(F)F)cc3)N[C@]3(CCCN(Cc4ccc(C)cc4)C3=O)[C@H]2C1=O | 1 | 3
CCc1nc2ccc(C(=O)NCCOc3ccc(OC)cc3)cn2c1N(CCC(C)C)CCN(C)C | 13 | 9
COc1ccccc1Cc1c(-c2ccc(F)cc2)nc2ccc(Br)cn12 | 3 | 4
O=C(/C=C/[C@H]1O[C@@H](n2ccc(=O)[nH]c2=O)[C@H](O)[C@@H]1O)NCc1cccnc1 | -2 | -4
Cc1ccc2c(c1)sc1nncn12 | -4 | 1
C[C@H](c1ccccc1)N1C[C@@H](COCc2ccccc2)Oc2cc(N3CCC[C@@H]3CO)ccc2S1(=O)=O | 24 | 3
CCOC(=O)C1=CCN(S(=O)(=O)c2ccc(C)cc2)C1c1ccc(CC)cc1 (stereo not given) | 4 | -2
CC(=O)Nc1ccc(-c2ccnc3c2CC(C(=O)Nc2cccc(Oc4ccccc4)c2)O3)cc1 (stereo not given) | 13 | 6
COCc1cccc(-c2csc(C(NC(C)=O)c3cccc(F)c3)n2)c1 (stereo not given) | 0 | 2
O=C1NC[C@H](CCCCN2CCN(CCc3ccccc3)C(=O)C2=O)N(Cc2ccccc2)C1=O | 2 | 0
CCCCN(C=O)c1c(CC)nc2c(OCC(=O)C(C)(C)C)cccn12 | -10 | 5
O=C(CSc1nnc(CNC(=O)c2c(F)cccc2F)o1)NCc1ccc2c(c1)OCO2 | -5 | 0
CC(C)c1ccc(NC(=O)c2ccc(-c3ccnn3C)c3ccoc23)cc1 | 20 | -1
CCC1(CC)NC(=O)N(CC(=O)OC(C)C(=O)Nc2ccc(S(N)(=O)=O)cc2)C1=O (stereo not given) | -1 | 4
Cn1c(=O)n(C)c2cc(CNC(=O)[C@H]3O[C@@H](n4cnc5c(N)ncnc54)[C@H](O)[C@@H]3O)ccc21 | -14 | -3
CC1(Cc2ccccc2Cl)C(=O)Nc2cc(-c3ccccc3Cl)ccc21 (stereo not given) | -6 | -8
COCCCn1cc(CN2CC(N(C)C)CS2(=O)=O)nn1 (stereo not given) | -14 | 0
C(=C\c1ccccc1)/CN1CCN(C(c2cccs2)c2nnnn2C2CCCC2)CC1 (stereo not given) | 34 | 2
C[C@@H]1CN([C@H](C)CO)C(=O)c2cc(C#CC(C)(C)O)cnc2O[C@@H]1CN(C)C(=O)C1CC1 | -5 | 8
CC(OC(=O)c1nc(Cl)ccc1Cl)C(=O)NCc1ccccc1 (stereo not given) | 5 | 6
CC(C)(C)S(=O)N1Cc2cc(C(=O)NCc3ccc(Oc4ccccc4)cc3)nc(-c3cccc(-c4cc5ccccc5o4)c3)c2[C@H]1CCO (stereo not given in full) | -21 | -13
COc1cccc(C2=Cc3ccc(F)cc3C(CC(C)=O)N2c2ccc(-c3cncnc3)cc2)c1 (stereo not given) | 7 | -2
OCCNc1ncnc2c1ncn2[C@H]1CN(Cc2ccc3c(c2)OCO3)C[C@@H](CO)O1 | 3 | 4
O=[N+]([O-])c1ccc(S(=O)(=O)NCC(c2ccc3c(c2)OCO3)N2CCOCC2)cc1 (stereo not given) | -6 | -4
C[C@@H]1CN([C@H](C)CO)C(=O)CCCn2nncc2CO[C@H]1CN(C)Cc1ccc2c(c1)OCO2 | 0 | -2
C=C(C)Cn1c2ccc(NC(=O)CCc3cccnc3)cc2c(=O)n1C | -18 | 7
OC(c1cccc(F)c1)c1ncc(-c2ccc3ccccc3c2)[nH]1 (stereo not given) | 5 | -9
COc1ccccc1N1CCN(S(=O)(=O)CCNC(=O)COc2ccccc2)CC1 | 68* | -10
CCCc1c(C(=O)N/N=C/C=C/c2ccccc2)nnn1-c1nonc1N | 9 | 8
O=C1NC[C@@H](CCCCN2C[C@H](Cc3ccccc3)N(CC3CCCCC3)C(=O)C2=O)N(CCc2ccc(O)cc2)C1=O | 4 | 6
CCn1c(SCC(=O)NC2CCCC2)nc2c(c1=O)SCC2 | -5 | 7
CC(C)N1CCN(c2ccncc2S(=O)(=O)N2CCN(C)CC2)CC1 | 3 | 6
CC(C)N1CCCC(C)(C(=O)Nc2cccc(Oc3ccccc3)c2)C1 (stereo not given) | -5 | -3
CC(C)CC1C(=O)N(Cc2cn(Cc3ccco3)nn2)CCS(=O)(=O)N1Cc1ccc(-c2ccc(F)cc2)cc1 (stereo not given) | 21 | -4
Cn1ccc2c(-c3ccc4[nH]ccc4c3)cc3c(c21)C1CCC3O1 (stereo not given) | 20 | -10
O=C(CCl)N1c2ccccc2Sc2ccc3ccccc3c21 | 6 | 17
CC(=O)N1CCN(S(=O)(=O)c2cccc(C(=O)OCC(=O)NCc3ccccc3Cl)c2)CC1 | 4 | -4
CC(=O)c1ccc(NS(=O)(=O)c2cccc3cccnc23)cc1 | -12 | 6
CCOC(=O)c1cc2c(OC)c(OC)ccc2c2[nH]cc(C#N)c(=O)c12 | 9 | -5

Of the compounds above, 3 have an aryl thioether with sulfur outside any ring.
SMILES | EBI2 block | CXCR6 inh
COCCN(C(=O)CSc1nnc(-c2cccc(Cl)c2)n1N)c1c(N)n(CC(C)C)c(=O)[nH]c1=O | 0 | -7
O=C(CSc1nnc(CNC(=O)c2c(F)cccc2F)o1)NCc1ccc2c(c1)OCO2 | -5 | 0
CCn1c(SCC(=O)NC2CCCC2)nc2c(c1=O)SCC2 | -5 | 7

The list goes on:
SMILES | EBI2 block | CXCR6 inh
CCNC(=O)C1(C)CCCN(Cc2cc3ccccc3o2)C1 (stereo not given) | 1 | 1
O=C(NCc1ccc(C(F)(F)F)cc1)c1ccc(-c2cccnc2)c2ccoc12 | 13 | 6
CN1CCN(C(=O)c2cc3c(c(-c4cccc(-c5cccnc5)c4)n2)[C@@H](CCO)N(C(=O)CC2CC2)C3)CC1 | -4 | -11
O=C(c1ccc(CS(=O)Cc2cccc(Cl)c2)o1)N1CCN(c2ccc(F)cc2)CC1 (stereo not given) | 5 | -1
CN1CCN(c2nc3cc(N4CCOCC4)ccc3s2)CC1 | 1 | -7
CC(O)(c1cccc(F)c1)c1nc(-c2ccncc2)cs1 (stereo not given) | 4 | -10
Cc1cc(C)cc(Cn2cc(CN3CC(N4CCN(CCO)CC4)CS3(=O)=O)nn2)c1 (stereo not given) | 4 | 0
CCCCN1CC(N2CCN(C)CC2)CS1(=O)=O (stereo not given) | -14 | -6
COc1ccc(NC(=O)CSc2nc3ccsc3c(=O)n2CCC(=O)O)cc1 | -3 | -5
COc1ccc(CSC(=S)NNc2ccccc2)cc1 | -16 | -8
CC1(C(=O)NS(=O)(=O)c2ccccc2Cl)CCN1C(=O)C1(c2ccc(Cl)cc2)CC1 (stereo not given) | 2 | -3
Cc1csc(CN(C)C(=O)CC2C(=O)NCCN2Cc2ccccc2C)n1 (stereo not given) | -2 | 0
O=[N+]([O-])c1ccc(-c2cn(-c3ccc(Cl)cc3)cn2)cc1 | 31 | -6
COc1ccc(C2=Cc3ccccc3C(CC(=O)C3CC3)N2c2ccc(-c3cc(OC)c(OC)c(OC)c3)cc2)cc1 (stereo not given) | -7 | 4
C[C@H]1CN([C@@H](C)CO)C(=O)CCCn2cc(nn2)CO[C@@H]1CN(C)S(=O)(=O)c1ccc(Oc2ccccc2)nc1 | -4 | 0
CCCCc1c(-c2ccccc2OC)ncn1Cc1ccc(-c2ccccc2)cc1 | 21 | 20
CCOC1=C2[C@@H](CN(S(=O)(=O)c3ccc(C)cc3)[C@H]2c2ccccc2F)[C@H]2C(=O)NC(=O)[C@H]2C1 | -13 | 3
O=C(Nc1ccccc1F)c1nc[nH]c1C(=O)NCc1ccccc1 | -40 | 19
Cc1ccc(OCCC(=O)OCC(=O)NC2CCCCC2)cc1 | 7 | 2
COC12CC(=O)C(C(C)=O)=C(O)C1(C)c1c(O)c(C)c(O)c(C(C)=O)c1O2 (stereo not given) | 1 | 2
CCCCCn1nnnc1-c1nc2cc(C)c(C)cc2[nH]c1=O | -4 | -9
COC(=O)[C@]12CCCCC=C1N(Cc1ccccc1)C(=O)[C@H](CC(=O)N1CCCC1)C2 | -3 | 1
C[C@H](NC(=O)c1[nH]cnc1C(=O)N[C@@H](C)CO)c1ccccc1 | 0 | -1
COc1cc(Cn2c3ccc(NC(=O)NCCc4ccccc4)cc3c(=O)n2C)ccc1F | 2 | -9
COc1ccc(Br)c(Cn2c(C)c(C(=O)NCc3ccccc3C(F)(F)F)sc2=O)c1 | 21 | 3
COc1cccc(-c2cnc(C(O)c3cc(F)cc(Cl)c3)[nH]2)c1 (stereo not given) | -12 | -8
CCOC(=O)C1(C)CCN1C(=O)c1ccccc1C(F)(F)F (stereo not given) | -2 | 4
CC(Oc1ccc(Cl)cc1)C(=O)Nc1cccc(S(=O)(=O)N2CCCC2)c1 (stereo not given) | -13 | 3
C[C@H](O)[C@@H]1CN2CCc3c([nH]c4ccccc34)[C@@H]2C[C@@H]1N(C)C(=O)Nc1cc(Cl)cc(Cl)c1 | 1 | 1
CCCCn1c(OC(=S)N(CC)CC)cc(C)nc1=S | -2 | -5

A run of entries from the list above, for reference:
SMILES | EBI2 block | CXCR6 inh
COc1cccc(-c2cnc(C(O)c3cc(F)cc(Cl)c3)[nH]2)c1 (stereo not given) | -12 | -8
CCOC(=O)C1(C)CCN1C(=O)c1ccccc1C(F)(F)F (stereo not given) | -2 | 4
CC(Oc1ccc(Cl)cc1)C(=O)Nc1cccc(S(=O)(=O)N2CCCC2)c1 (stereo not given) | -13 | 3
C[C@H](O)[C@@H]1CN2CCc3c([nH]c4ccccc34)[C@@H]2C[C@@H]1N(C)C(=O)Nc1cc(Cl)cc(Cl)c1 | 1 | 1
CCCCn1c(OC(=S)N(CC)CC)cc(C)nc1=S | -2 | -5

(more compounds)
SMILES | EBI2 block | CXCR6 inh
Cc1onc(-c2ccccc2)c1C(=O)N1CCC(C)(C(=O)O)C1 (stereo not given) | 2 | -8
Cn1ncc2c1NC(c1ccc(F)cc1)SCC2=O (stereo not given) | -3 | 10
COCCNc1nc(-c2ccc(OC)cc2C)c2sc(-c3ccccc3)cc2n1 | 42* | 6
CN(C)c1ccc(NC(=O)Nc2ccc3c(c2)c(=O)n(C)n3-c2ccccc2)cc1 | 1 | 1
Cc1c(C(=O)NCc2ccc(C(C)C)cc2)sc(=O)n1Cc1cccc(F)c1 | 10 | 2
Nc1c(OS(=O)(=O)c2ccccc2)cccc1OS(=O)(=O)c1ccccc1 | -4 | 7
COC(=O)[C@@]1(Cc2ccc(OC)cc2)[C@H]2c3cc(C(=O)N4CCCC4)n(Cc4ccc(Cl)c(C(F)(F)F)c4)c3C[C@H]2CN1C(=O)c1ccccc1 | 9 | 6
CN(Cc1c(F)cccc1Cl)C(=O)COC(=O)Cn1cnc2ccccc2c1=O | -6 | -4
C[C@@H]1CN([C@@H](C)CO)C(=O)CCCn2nncc2CO[C@H]1CN(C)C(=O)c1ccc2ccn(C)c2c1 | -9 | -9
COc1ccc(CC(N)c2csc(Nc3cccc(OC)n3)n2)cc1 (stereo not given) | 3 | -2
C[C@@H]1CN([C@@H](C)CO)S(=O)(=O)c2ccc(C#Cc3cccc(F)c3)cc2O[C@H]1CN(C)S(=O)(=O)c1cn(C)cn1 | 9 | -1
